Yeast life ext = compounds extending yeast replicative lifespan, primary screen, S. cerevisiae, OD615. S. cerevisiae growth with nicotinamide; deaD strain in restrictive glucose medium. inhibition of the nicotinamide effect, % at 10 µM. 130,000 compounds, 0.68% hits;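 active = inhibition above a set limit, placed 3 SD over the median of all compounds, cut at about 26% in these data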;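 note: 0% = nicotinamide-treated wells and 100% = cells grown without nicotinamide; some compounds called inactive have numbers as strong as hits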
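Assay system: engineered S. cerevisiae DeaD replicative-lifespan strain, galactose-grown log-phase cells; medium: restrictive CSMM-D dextrose medium; also added: nicotinamide, 1.5 mM, co-present with compound; schedule: 48 h compound exposure at 30 °C, humidified; detection: absorbance at 615 nm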
Phagocyt inh = inhibitors of macrophage phagocytosis, primary screen, imaging, J774A.1 cells, IgG beads; J774A.1 macrophage IgG-bead phagocytosis; inhibition, % at 5 µM; 110,000 compounds, 0.07% hits;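 active = inhibition above the mean of the plate negative controls plus 5 SD, cut at about 13% in these data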;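 note: phagocytic index as fraction of beads internalized from green versus red external bead signal; plate controls were DMSO negative control for no effect and cytochalasin-D positive control for full effect; some results beyond the cut were filed as inactive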
E-sel TNF inh = E-selectin induction blockers in HUVEC – imaging, immunofluorescence, high content, primary screen | HUVEC TNFa-induced E-selectin immunofluorescence | inhibition, % at 2 µM | 120,000 compounds, 0.71% hits | AID 1246, 2008;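 active = inhibition above the batch mean plus 3 SD, and confirmed as a hit on visual image review, cut at about 43% in these data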;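 note: 0% = TNF-stimulated DMSO wells and 100% = unstimulated control wells; not every result past the cut was called active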
HCT116 PTEN-null = growth suppression of PTEN-null HCT116, primary screen, cell-based, CellTiter-Glo; viability, % at 10 µM; 140,000 compounds, 1.2% hits; HCT116 PTEN-null viability, 60 h; stronger effect = lower value;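 active = viability at or below a set limit, 4 SD under the median of all tested compounds, cut at about 3.7% in these data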;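 note: PTEN knockout HCT116 line with beta catenin targeted HCT116 as companion control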
MRP1 act = H69AR viability gain despite doxorubicin, primary screen, MRP-1 activator project, H69AR cells, CellTiter-Glo. viability increase, % at 10 µM. 140,000 compounds, 0.61% hits. AID 799, 2007. viability rescue;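 active = viability gain under doxorubicin at or above a set limit, the compound median plus 3 SD, cut at about 4.7% in these data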;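 note: MRP-1 overexpressing cells given doxorubicin 25 µM after compound pretreatment; 18-22 h compound pretreatment then 72 h with doxorubicin before readout; 0% = doxorubicin-only wells and 100% = vehicle-treated cells without doxorubicin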
GALR2 antag = GALR2 antagonists in receptor-expressing cells, primary screen | Galanin receptor type 2 (Homo sapiens), O43603 | antagonist mode | inhibition, % at 4 µM | 140,000 compounds, 0.39% hits; in the data active = inhibition above about 27%;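 note: cells stimulated with galanin 1-16 at roughly its EC80; 0% = agonist challenge control and 100% = basal control without agonist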
Target sequence (O43603 whole entry, looked up): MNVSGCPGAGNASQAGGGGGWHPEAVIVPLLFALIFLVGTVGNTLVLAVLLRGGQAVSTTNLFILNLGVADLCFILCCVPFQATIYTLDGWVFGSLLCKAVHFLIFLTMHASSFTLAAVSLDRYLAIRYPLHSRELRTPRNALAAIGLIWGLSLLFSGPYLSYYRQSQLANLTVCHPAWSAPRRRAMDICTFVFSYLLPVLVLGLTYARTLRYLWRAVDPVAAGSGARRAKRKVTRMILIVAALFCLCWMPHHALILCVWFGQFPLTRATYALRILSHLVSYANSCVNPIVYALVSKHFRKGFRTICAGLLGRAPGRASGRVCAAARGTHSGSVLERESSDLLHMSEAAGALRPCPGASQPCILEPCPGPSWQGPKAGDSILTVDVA
Measles CPE = compounds protecting cells from measles virus cytopathic effect, primary screen, measles RdRp inhibitor project, single point, MLSMR library, absorbance | AID 841, 2007 | Measles virus-infected cells, CPE protection | protection (pct of control), % at 4 µM | 140,000 compounds, 1.5% hits; in the data active = protection mostly above about 24%, no sharp cut-off; inactive = mostly below about 26%; note: some compounds called inactive have numbers as strong as hits
HCT116 bCat-KO = primary screen for growth suppressors in beta-catenin knockout HCT116 cells (colon tumor, human). 140,000 compounds, 1.5% hits. HCT116 beta-catenin knockout viability, CellTiter-Glo, 60 h; stronger effect = lower value. viability, % at 10 µM;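 active = viability at or under a set limit, the compound median less 4 SD, cut at about 6% in these data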;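 note: 0% = Hyamine 1622 control at 20 µM and 100% = untreated cell control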
BB579 growth dn = growth inhibitors of yeast BB579 in restrictive medium, primary screen, yeast lifespan-shortening project, S. cerevisiae | OD615, 48 h | inhibition, % at 10 µM | 140,000 compounds, 0.51% hits | AID 804, 2007;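 active = inhibition above a set limit, 3 SD over the mean compound inhibition, cut at about 44% in these data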; note: inactives centre near -24
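Material: Saccharomyces cerevisiae DeaD strain BB579, replicative lifespan model yeast; buffer or medium: CSMM-D restrictive synthetic medium containing dextrose (glucose); compound: 10 µM single dose, DMSO 0.25%; timing: 48 h compound exposure at 30 °C after 4 h preincubation; signal: turbidity as optical density at 615 nm; benchmarks: positive control amphotericin B 10 µg/mL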
NPY Y2 blocker = NPY-Y2 receptor antagonists, primary screen, cell-based; 140,000 compounds, 0.99% hits; AID 793, 2007; inhibition, % at 2.7 µM; NPY-Y2 expressing cells, antagonist mode; Neuropeptide Y receptor type 2 (Homo sapiens), P49146; in the data active = inhibition above about 17%;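 note: 0% = vehicle with agonist challenge and 100% = reference antagonist with challenge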
Target sequence (P49146 whole entry, looked up): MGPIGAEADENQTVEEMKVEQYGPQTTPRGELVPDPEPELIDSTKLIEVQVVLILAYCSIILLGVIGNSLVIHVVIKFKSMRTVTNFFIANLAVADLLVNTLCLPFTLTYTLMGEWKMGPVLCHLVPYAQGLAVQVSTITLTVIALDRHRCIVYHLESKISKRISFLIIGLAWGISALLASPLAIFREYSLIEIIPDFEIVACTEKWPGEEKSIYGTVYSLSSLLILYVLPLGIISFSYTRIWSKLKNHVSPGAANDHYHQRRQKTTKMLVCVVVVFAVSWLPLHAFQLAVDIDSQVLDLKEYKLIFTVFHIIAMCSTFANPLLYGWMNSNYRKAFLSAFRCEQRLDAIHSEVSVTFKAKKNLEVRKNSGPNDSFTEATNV
* = called active by the depositor; / = no result given.

cpd	Compound	NPY Y2 blocker	Measles CPE	BB579 growth dn	E-sel TNF inh	HCT116 bCat-KO	GALR2 antag	MRP1 act	Phagocyt inh	HCT116 PTEN-null	Yeast life ext
1	CC(=O)N1CCCc2cc(S(=O)(=O)N(C)Cc3ccccc3)ccc21	1	14	-21	20	80	10	-1.2	3	87	-12
2	COc1cccc(/C=N/n2c(CO)nc3ccccc32)c1OC	1	4	-80	0	91	-16	-0.9	0	96	-14
3	CCNC(=O)COc1ccc(S(=O)(=O)Nc2ccccc2)cc1	8	3	-25	-2	87	13	-0.9	-1	93	-6
4	OC(COCc1ccccc1)Cn1cnc2ccccc21 (stereo unspecified)	1	6	-27	-7	92	-4	-0.3	/	104	-2
5	NC(=S)Nc1cccc2cc3ccccc3cc12	-1	24	1	-33	76	18	-2.7	-5	72	-26
6	CCc1c(C(=O)Nc2ccc(OC)cc2)[nH]c(C)c1C(C)=O	2	34	-35	/	60	8	-6.2	-1	65	-23
7	Cc1cccc(COc2ccccc2/C=N/Nc2ccc([N+](=O)[O-])cc2)c1	-1	6	-19	-14	43	24	-0.5	/	48	-2
8	O=C(NCCN1CCOCC1)c1cc(=O)[nH]c2ccc(Br)cc12	2	16	-49	0	94	-15	-1.3	2	84	-25
9	CC1(C)NC(=O)N(CNc2cc(Cl)ccc2Cl)C1=O	10	5	-43	15	96	-4	-0.8	7	101	-9
10	Fc1ccc(N2CCN(Cc3nnc(-c4ccccc4)o3)CC2)cc1	4	21	-12	/	95	-7	-0.4	-14	98	-2
11	Cc1cc(OCCn2cc(/C(N)=N/O)c3ccccc32)ccc1Cl	1	3	-31	/	73	-6	-3.6	/	69	-17
12	Cc1c(OC(=O)c2ccc([N+](=O)[O-])cc2)c2c(c[n+]1C)COC(C)(C)OC2	0	3	-19	1	93	10	-0.8	-4	105	-24
13	COc1ccc(CCNS(=O)(=O)c2cccc3nsnc23)cc1OC	3	4	-7	-25	95	6	-2.2	/	97	-3
14	O=C(Nc1nnc(-c2cccs2)o1)c1cccc(C(F)(F)F)c1	1	8	0	/	13	-3	-1.2	0	8	-4
15	Cc1cc(Cl)c(S(=O)(=O)NC(C(=O)O)C(C)C)cc1OCC(=O)NC1CCCCC1 (stereo unspecified)	0	15	-1	19	95	3	-1.8	2	93	-2
16	O=C(Nc1ccccc1)c1cc(-c2ccccc2Cl)no1	2	12	-17	/	99	-13	-2.5	/	101	-20
17	Cc1ccc2nc3sc(C(=O)Nc4c(C)[nH]c(=O)[nH]c4=O)c(N)c3cc2c1	0	35	-18	/	98	2	1.6	-4	94	6
18	Cc1cc([N+](=O)[O-])nn1CC(=O)NNC(=S)Nc1ccc(Cl)cc1	4	17	-28	-43	100	9	-1.9	-1	93	-8
19	CCOC(=O)c1ccccc1NC(=O)c1c(O)c2ccccc2n(CC)c1=O	2	18	-63	-23	69	7	0.1	1	73	5
20	COC(=O)c1c(C)[nH]c(C(=O)OCC(=O)NCC(C)C)c1C	-1	12	-38	10	85	-3	-2.3	-1	89	-3
21	CN(C)c1nc(-c2ccccc2)nc(-c2ccc(Cl)cc2)c1C#N	5	5	-30	14	72	-9	-3.2	/	75	-5
22	Cn1cnc([N+](=O)[O-])c1Nc1ccccc1O	0	16	-17	-8	96	3	-0.5	/	101	/
23	O=C(NCCN1CCCCCC1)C1CCN(S(=O)(=O)N2CCOCC2)CC1	-2	2	-56	15	99	-1	0.6	1	91	-9
24	Cc1c(Br)c(C(N)=O)nn1C	0	20	-32	3	86	-10	0.2	2	98	-3
25	O=C(CN1CCN(Cc2ccc3c(c2)OCO3)CC1)Nc1ccc2c(c1)OCO2	6	9	-25	8	91	2	-0.9	1	100	-6
26	O=C(OCc1ccccc1Cl)c1ccc(-n2cnnc2)cc1	3	9	-4	7	99	0	0.8	0	115	-14
27	COP(=O)(OC)c1nc(-c2cccc3ccccc23)oc1N1CCOCC1	1	2	0	-9	94	-2	-1.6	-5	90	-1
28	C=CCNC(=O)c1c(N)n(-c2ccc3c(c2)OCO3)c2nc3ccccc3nc12	4	5	-60	-25	65	-12	-2.3	0	38	-11
29	O=c1c2[nH]c3ccccc3c2ncn1Cc1ccccn1	-1	10	-52	-17	94	5	-1.9	-1	102	4
30	COc1ccc(-c2cc(Nc3ccccc3NC(=O)C(F)(F)F)n(CCC#N)n2)cc1	-1	14	-24	9	90	17	-3.3	-3	97	-1
31	COc1ccc(CCNC(=O)c2ccc(N3CCCC3=O)cc2)cc1OC	0	7	-23	-5	101	-3	-1.0	2	94	0
32	O=C(CCl)NC(=O)NC12CC3CC(CC(C3)C1)C2	1	7	15	/	17	7	-5.1	-4	20	35*
33	CC1(C)CC(=O)C(C=NCCCn2ccnc2)=C(O)C1	2	4	-74	-5	91	14	-0.8	0	95	-3
34	C/C(=N/NC(=O)C1COc2ccccc2O1)c1ccco1 (stereo unspecified)	2	6	-32	-41	99	-12	1.9	-5	97	-6
35	Cc1ccc(C)c2[nH]c(=O)c(CN(CC3CCCO3)C(=O)NC3CCCCC3)cc12 (stereo unspecified)	3	18	-43	-29	69	-6	-2.9	-2	75	-3
36	NC(=S)n1[nH]c(-c2ccc([N+](=O)[O-])cc2)c(N=Nc2ccc(O)cc2)c1=O	4	6	-43	7	78	2	-4.1	/	90	11
37	O=C(COC(=O)c1cncc(Br)c1)NC1CC1	-1	0	-2	12	90	10	-1.1	-1	97	-18
38	Cc1scc(C(=O)NNC(=S)NCC2CCCO2)c1C (stereo unspecified)	0	18	-60	-7	105	4	0.7	/	105	1
39	CCCCOC(=O)c1ccc(NC(=O)Nc2ccc(OC)c(OC)c2)cc1	0	20	-50	11	85	-7	-3.9	-1	88	-5
40	Cc1ccc(-c2ccc(SCC(=O)c3ccccc3)nn2)cc1	6	8	-45	57	80	-4	-0.4	-2	80	-5
41	CC1CN(CCC(=O)Nc2ccc3c(c2)CCC3)CC(C)O1 (stereo unspecified)	5	6	-31	/	101	15	0.8	-1	104	-1
42	CC1(C)C2([N+](=O)[O-])CN3CC1([N+](=O)[O-])CN(C2)C3c1ccccc1 (stereo unspecified)	1	41	-68	11	89	-4	-1.7	/	84	-13
43	CCC(C(=O)NC1CCCC1)N(C(=O)c1snc(C(N)=O)c1N)c1ccc2c(c1)OCCO2 (stereo unspecified)	-1	29	-20	/	87	-23	-3.1	0	84	-3
44	Cc1ccccc1NC(=O)CN1C(=O)NC(C)(c2ccc3c(c2)OCO3)C1=O (stereo unspecified)	1	23	8	5	93	-9	-0.2	/	96	-3
45	COc1cc2c(=O)nc3n(c2cc1OC)C(c1ccccc1)N=C(N)N3 (stereo unspecified)	1	4	-29	-12	75	0	-2.0	-2	91	-23
46	Cc1ccc(C)c(NS(=O)(=O)c2cc(C(=O)NCc3ccccn3)ccc2Cl)c1	-1	8	-2	-9	98	-11	-2.5	/	94	-6
47	Cc1cc(C(=O)NCCc2ccccc2)ccc1[N+](=O)[O-]	4	6	-15	-5	99	-2	-0.9	0	100	-26
48	CCOC(=O)CCc1c(C)nc(SCC(=O)O)c(C#N)c1C	1	32*	-47	-34	86	14	-1.4	-1	99	0
49	COCCn1c(=NC(=O)c2cc3ccccc3oc2=O)sc2cc(S(N)(=O)=O)ccc21	3	2	-42	/	99	17	0.9	-10	105	7
50	COc1cccc(C=Nc2ccc(C)c(F)c2)c1O	-1	18	-6	/	91	-12	-1.9	-3	93	-3

Later entries:
cpd	Compound	NPY Y2 blocker	Measles CPE	BB579 growth dn	E-sel TNF inh	HCT116 bCat-KO	GALR2 antag	MRP1 act	Phagocyt inh	HCT116 PTEN-null	Yeast life ext
51	O=C(c1ccc(Cl)cc1)c1cnc(-c2ccccc2)s1	0	17	-22	-5	110	1	1.2	/	103	-14
52	O=C(CCn1c(=O)sc2ccccc21)NCc1ccccc1	1	37	-31	0	96	6	-3.6	2	102	-7
53	COc1ccc(NC(=O)/C(=C\c2ccc3c(c2)OCO3)NC(C)=O)cc1	4	8	12	-4	98	-1	0.9	6	106	-6
54	O=C(Nc1cccc(S(=O)(=O)C(F)F)c1)c1ccc(S(=O)(=O)N2CCOCC2)cc1	2	7	-49	-14	98	-12	0.1	4	101	-13
55	Cc1nc2ccc(NC(=O)c3ccc(S(=O)(=O)N(C)c4ccccc4)cc3)cc2s1	0	5	-33	/	35	3	-1.7	/	40	0
56	COc1ccc(CCNC(=O)C/C(C)=N/NC(=O)C23CC4CC(CC(C4)C2)C3)cc1OC	6	2	-24	15	89	0	-2.1	-9	87	3
57	COc1ccc(/C=C(/NC(=O)c2ccccc2)C(=O)NC2CCS(=O)(=O)C2)cc1 (stereo unspecified)	2	7	-34	1	95	-8	-0.3	-4	98	-1
58	CCOc1ccc(/C=N/N(C)c2ccccc2)cc1OC	3	13	-48	4	90	0	3.0	-1	106	-16
59	COc1ccc(CCNC(=O)c2cnn(-c3ccc(C)c(C)c3)c2NC(=O)c2ccco2)cc1OC	-1	23	-58	-9	92	-12	-1.3	-1	99	6
60	O=[N+]([O-])c1cc(C(F)(F)F)ccc1Oc1cccnc1[N+](=O)[O-]	6	14	-27	/	78	14	-4.6	/	90	5
61	COC(=O)C1=C(O)/C(=C\c2ccc(CNC(=O)C(=O)Nc3ccc(C)c(C)c3)o2)N=C1C	1	6	-47	7	84	-13	-0.7	-1	96	0
62	CCCCCn1c(CN2CCN(c3cccc(Cl)c3)CC2)nc2c1c(=O)[nH]c(=O)n2C	4	5	-8	-21	60	3	-3.2	-1	48	-4
63	O=C(O)CCCCCNC(=O)c1ccccc1Br	-1	12	-22	-7	88	1	-2.4	/	93	-8
64	CN(C)S(=O)(=O)c1ccc(C(=O)NCc2nnc(SCC(=O)Nc3ccc(F)cc3)n2-c2ccc(F)cc2)cc1	-2	4	-42	/	89	7	-1.2	-11	82	-1
65	O=C(Cn1cnc2ccccc2c1=O)c1cccs1	3	1	15	-21	84	0	-3.1	/	70	15
66	O=C(Cn1cnc2ccc(Br)cc2c1=O)c1cccs1	2	12	-27	-5	32	-4	-3.7	/	36	7
67	O=C(NC1CCCc2ccccc21)c1cccnc1 (stereo unspecified)	2	26	-41	-29	93	6	-1.2	0	110	-4
68	c1ccc(SCc2nc3ccccc3[nH]2)cc1	1	16	-13	-26	86	18	-2.1	/	82	-7
69	Cc1ccc(-c2nc(S(=O)(=O)c3ccc(F)cc3)c(SCC(=O)NCC3CCCO3)o2)cc1 (stereo unspecified)	5	11	-34	-12	85	-13	-3.6	/	88	1
70	COc1ccc(/C=C/C(=O)NC(=S)NNC(=O)Cc2cccs2)cc1	5	8	-50	2	50	-1	0.6	0	48	-1
